SIRT5 inh = sirtuin-5 (human) deacylase inhibition; Purified SirT5, succinyl-peptide AMC, trypsin-coupled fluorescence; 330,000 compounds, 1.1% hits; inhibition, % at 15 µM; Q9NXA8; AID 652115; in the data active = inhibition above about 15%
Target sequence (Q9NXA8 whole entry, looked up): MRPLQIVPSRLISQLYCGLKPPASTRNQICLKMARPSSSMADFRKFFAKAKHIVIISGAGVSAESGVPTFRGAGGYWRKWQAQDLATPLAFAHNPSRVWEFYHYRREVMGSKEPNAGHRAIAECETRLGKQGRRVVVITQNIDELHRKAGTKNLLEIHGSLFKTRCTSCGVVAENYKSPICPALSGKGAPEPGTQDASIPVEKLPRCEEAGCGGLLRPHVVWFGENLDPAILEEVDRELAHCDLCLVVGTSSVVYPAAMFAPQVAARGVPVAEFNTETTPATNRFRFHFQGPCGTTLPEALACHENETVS
EWS-Fli block = inhibitors of EWS/Fli oncoprotein transcriptional activity; A673 NR0B1-luciferase reporter, viability-normalised; inhibition, % at 12.6 µM; 350,000 compounds, 0.67% hits; AID 651661;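 active = mean inhibition of at least 50% after viability correction, with every replicate also passing that limit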;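 also: firefly luciferase signal divided by Alamar Blue viability fluorescence both relative to DMSO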
Casp6 inh = blocks human caspase-6 cleavage activity | P55212 | purified caspase-6, Z-VEID-R110 cleavage fluorescence | inhibition, % at 12.5 µM | 350,000 compounds, 0.53% hits | AID 686996;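 active = mean inhibition across replicates at least about 35%, with every replicate also reaching that limit, limit read from the data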;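 also: 0% = median of neutral control wells and 100% = no fluorescence left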
PAX8 inh HTS = PAX8 transcriptional activity inhibition | RMG-I TPO-luciferase reporter, SteadyGlo, 24 h | inhibition, % at 12.6 µM | 360,000 compounds, 1.2% hits;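 active = mean replicate inhibition at least 60% with every replicate also reaching 60%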;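 also: luciferase light reporting Pax8 driven TPO promoter activity; plate controls were median of neutral control wells for no effect and mitoxantrone controls for full effect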
DENV2 CPE rescue = inhibitors of DENV2 cytopathic effect. DENV2-infected cells, cytopathic effect rescue, plate reader. CPE inhibition, % at 9.99 µM. 350,000 compounds, 1.7% hits; in the data active = CPE inhibition above about 20%, passing the limit was not always enough; tested in BHK-21 cells;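 also: 0% = median of neutral control wells and 100% = median of positive control wells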
ARNT TACC3 PPI = ARNT/TACC3 interaction disruption. inhibition, % at 9.99 µM. AlphaScreen His-ARNT PAS-B/GST-TACC3 binding, luminescence; TACC3 fragment carries E629A point mutation. Q9Y6A5. 390,000 compounds, 0.66% hits;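 active = mean inhibition of replicates at least 50% and at least half of replicates each reaching 50%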;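 also: 0% = complete ARNT plus TACC3 wells and 100% = ARNT alone without TACC3; many hits fall short of the cut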
* = called active by the depositor.

SMILES	SIRT5 inh	EWS-Fli block	Casp6 inh	PAX8 inh HTS	DENV2 CPE rescue	ARNT TACC3 PPI
O=C(CCN1CCN(CCO)CC1)N1c2ccccc2Sc2ccc(C(F)(F)F)cc21	-5	2	-6	-21	1	-1

Assay outcomes (PubChem BioAssay)

A portion of the library; the hit share may differ from the screen's.
